Screening results (PubChem BioAssay)
C-LANA FP = inhibitors of KSHV C-LANA binding to DNA, primary screen, biochemical, fluorescence polarization, FAM-LBS DNA, MBP-C-LANA, single point; Kaposi's sarcoma herpesvirus LANA C-terminal domain (residues 932-1162) DNA binding; inhibition, % at 9 µM; 340,000 compounds, 0.078% hits; AID 504423, 2011;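 active = highest replicate inhibition at or above 60% at 9 µM, even if other replicates fall short; inactive = all replicates below 60% inhibition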;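 note: 0% = neutral control wells and 100% = 4 µM acridine orange control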
OPRM1-OPRD1 ag = agonists of OPRM1-OPRD1 heterodimerization, primary screen, cell-based, luminescence; Mu-type opioid receptor (Homo sapiens) + Delta-type opioid receptor (Homo sapiens), …; cells; activation, % at 9.3 µM; 340,000 compounds, 0.3% hits; AID 504326, 2011; in the data active = activation above about 18%;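 note: 0% = vehicle-treated cells and 100% = reference agonist; values of inactives mirror those of a sister screen read the other way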
CAL PDZ FP = untagged CAL PDZ binding inhibitors, primary screen, biochemical, fluorescence polarization, HTS. Golgi-associated PDZ and coiled-coil motif-containing protein (Homo sapiens), Q9HD26. purified CAL PDZ, TMR-peptide fluorescence polarization, 1 h. inhibition, % at 24.9 µM. 300,000 compounds, 0.92% hits;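 active = mean inhibition of at least 30% with at least half of replicates also reaching 30%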;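 note: 0% = DMSO neutral control and 100% = excess unlabeled competitor peptide PRC23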
OPRM1-OPRD1 inv = inverse agonists of MOR-DOR heterodimerization, primary screen, cell-based, luminescence; Mu-type opioid receptor (Homo sapiens) + Delta-type opioid receptor (Homo sapiens), …; cell-based MOR-DOR heterodimer luminescence, inverse agonism; inhibition, % at 9.3 µM; 340,000 compounds, 0.21% hits; AID 504357, 2011; in the data active = inhibition above about 22%, passing the limit was not always enough;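 note: 0% = cells with DMSO and 100% = wells without cells with DMSO; values of inactives mirror those of a sister screen read the other way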
Cardiac RTF inh = cardiac RTF calcium sensitivity inhibitors, primary screen, biochemical, IANBD-TnC fluorescence, EC70 calcium; Troponin I, cardiac muscle (Homo sapiens) + Troponin T, cardiac muscle (Homo sapiens) + …; IANBD-labeled cardiac RTF, Ca2+ fluorescence; inhibition, % at 7.15 µM; 340,000 compounds, 0.12% hits;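 active = inhibition above the mean inhibition of all tested compounds plus 3 SD, cut at about 17% in these data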;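 note: assay run at fixed EC70 calcium of 1.6 mM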
HTR5A inv ctr = HTR5A inverse agonists in luminescence cell assay, primary screen, counter-screen for OPRM1-OPRD1 heterodimer inverse agonist project, full-deck HTS; 5-hydroxytryptamine receptor 5A (Homo sapiens), P47898; HTR5A cell line, inverse agonism; 340,000 compounds, 0.083% hits; inhibition, % at 9.3 µM; AID 504634, 2011; in the data active = inhibition mostly above about 23%, no sharp cut-off; inactive = mostly below about 18%;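 note: 0% = cells with DMSO and 100% = no-cell wells with DMSO; some compounds called inactive have numbers as strong as hits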
Target sequence (P47898 whole entry, looked up): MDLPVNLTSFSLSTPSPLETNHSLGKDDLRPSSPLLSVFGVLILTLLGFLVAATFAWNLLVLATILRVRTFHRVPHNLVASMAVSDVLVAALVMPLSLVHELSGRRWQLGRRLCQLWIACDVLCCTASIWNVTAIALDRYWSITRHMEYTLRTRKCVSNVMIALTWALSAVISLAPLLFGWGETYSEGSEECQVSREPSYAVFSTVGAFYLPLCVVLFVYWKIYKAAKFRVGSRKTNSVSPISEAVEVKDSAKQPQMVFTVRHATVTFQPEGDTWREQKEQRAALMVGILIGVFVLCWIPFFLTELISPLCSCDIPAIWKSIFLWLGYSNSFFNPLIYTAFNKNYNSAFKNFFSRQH
Keap1-Nrf2 PPI = Keap1-Nrf2 protein-protein interaction inhibitors, primary screen, biochemical, fluorescence polarization, single point. Kelch-like ECH-associated protein 1 (Homo sapiens), Q14145. Keap1 Kelch-Nrf2 peptide fluorescence polarization, 1536-well. 340,000 compounds, 0.15% hits. inhibition, % at 9.4 µM. AID 504523, 2011; in the data active = inhibition above about 12%;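 note: human Keap1 Kelch domain with fluorescein labeled Nrf2 9mer peptide probe; 0% = neutral control wells and 100% = peptide positive control; higher means more block of Keap1 binding to Nrf2 peptide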
Target sequence (Q14145 whole entry, looked up, the tested form may be a part): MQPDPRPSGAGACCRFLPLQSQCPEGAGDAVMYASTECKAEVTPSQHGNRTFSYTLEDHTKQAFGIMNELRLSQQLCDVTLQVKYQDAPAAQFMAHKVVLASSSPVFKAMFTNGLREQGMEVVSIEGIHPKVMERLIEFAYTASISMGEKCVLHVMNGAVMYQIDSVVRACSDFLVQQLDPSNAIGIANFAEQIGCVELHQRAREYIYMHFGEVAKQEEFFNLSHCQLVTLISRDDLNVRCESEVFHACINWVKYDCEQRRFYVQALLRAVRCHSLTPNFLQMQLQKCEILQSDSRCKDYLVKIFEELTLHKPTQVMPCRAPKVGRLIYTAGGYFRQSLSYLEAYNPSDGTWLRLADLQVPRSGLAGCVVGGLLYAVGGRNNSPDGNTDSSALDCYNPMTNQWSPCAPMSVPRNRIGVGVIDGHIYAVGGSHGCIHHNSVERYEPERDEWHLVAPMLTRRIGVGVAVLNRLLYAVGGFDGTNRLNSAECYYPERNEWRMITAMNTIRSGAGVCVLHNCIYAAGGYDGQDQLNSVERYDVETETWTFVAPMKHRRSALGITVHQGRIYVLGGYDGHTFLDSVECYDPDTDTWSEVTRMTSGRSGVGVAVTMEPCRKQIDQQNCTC
V-ATPase pHluor = regulators of yeast V-ATPase proton pumping, primary screen, pHLuorin cytosolic pH fluorescence; S. cerevisiae; response, % at 10 µM; 350,000 compounds, 0.37% hits; AID 504577, 2011; in the data active = response mostly above about 7.3%, no sharp cut-off; inactive = mostly below about 5.4%; note: actives read high; inactives centre near 0; some compounds called inactive have numbers as strong as hits; reference of the scale not given here
RTF Ca sens act = cardiac RTF calcium sensitivity activators, primary screen, biochemical, IANBD-TnC fluorescence, EC20 calcium; Troponin I, cardiac muscle (Homo sapiens) + Troponin T, cardiac muscle (Homo sapiens) + …; IANBD-labeled TnC RTF fluorescence at EC20 calcium; 0% EC20 calcium, 100% full calcium; activation, % at 7.2 µM; 340,000 compounds, 0.24% hits; AID 493008, 2010;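 active = activation above the mean over all tested compounds plus 3 SD, cut at about 30% in these data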;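 note: rise in fluorescence read as greater calcium sensitivity of cardiac thin filaments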
HTR5A ag ctr = HTR5A agonists in luminescence cell assay, primary screen, counter-screen for OPRM1-OPRD1 heterodimer agonist project, full-deck HTS; 5-hydroxytryptamine receptor 5A (Homo sapiens), P47898; cell-based; activation, % at 9.3 µM; 340,000 compounds, 0.61% hits; AID 504692, 2011; in the data active = activation mostly above about 9.5%, no sharp cut-off; inactive = mostly below about 7.6%;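 note: 0% = cells with vehicle only and 100% = reference agonist; strong numbers were not always called active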
* hit, by the source's call; · = no result given.

SMILES	C-LANA FP	OPRM1-OPRD1 ag	CAL PDZ FP	OPRM1-OPRD1 inv	Cardiac RTF inh	HTR5A inv ctr	Keap1-Nrf2 PPI	V-ATPase pHluor	RTF Ca sens act	HTR5A ag ctr
CC1CN(C(C)C(=O)NC(c2ccccc2)c2ccccc2)CC(C)O1 (stereo not drawn)	1.8	-1.8	0	11	-2	-4	0	-1	4	2
Cc1c(C=O)c2ccccc2n1CCOc1ccccc1F	0.0	0.9	-10	-5	-7	1	-5	-3	-8	0
O=C(CCCC(=O)N(c1ccc2c(c1)OCCO2)C(C(=O)NC1CCCCC1)c1ccc(Cl)cc1)Nc1ccccn1 (stereo not drawn)	-0.5	-3.1	2	18	-4	-7	-1	2	-2	3
COc1ccc(C(=O)Nc2nc(-c3ccc([N+](=O)[O-])cc3)c(-c3ccc(OC)cc3)s2)cc1	0.9	-1.1	1	6	3	-4	-1	3	-7	2
Cc1nn(Cc2ccccc2)c(C)c1NC(=O)c1cc(-c2ccc3c(c2)OCO3)on1	0.8	0.0	1	0	0	4	2	2	-3	1
COc1ccc(C2CC(c3ccc(OC)cc3)n3nc(N)nc3N2)cc1 (stereo not drawn)	-1.9	-2.4	·	12	-1	-19	-3	0	8	7
O=Nc1c(O)n(Cc2ccccc2)c2ccccc12	-3.0	0.6	-4	-3	0	6	-1	-3	6	-2
CCN(CC)CC(=O)NN=C(c1ccccc1)c1ccccc1	2.2	1.3	-1	-6	-6	14	3	2	-4	-6
COc1ccc(S(=O)(=O)N2CCC(C(=O)NCCC(=O)NCc3ccncc3)CC2)cc1	-0.3	-2.4	1	13	-11	-1	0	0	6	-2
COc1ccc(Cn2ccnc2CO)cc1[N+](=O)[O-]	0.6	-1.5	-5	8	-13	6	1	0	-1	-2
COc1ccc(O)c(C2=Nc3ccccc3N=C(c3ccccc3)C2)c1	0.7	2.5	-8	-13	-1	-4	-1	-1	1	2
COc1cccc(/C=N/NC(=O)c2ccc(OCc3cccc(Br)c3)cc2)c1	2.5	1.1	-5	-6	6	20	3	-2	7	3
CCOC(=O)COn1c(=O)c(C)[n+]([O-])c2ccccc21	1.6	1.6	-5	-10	-9	-6	-2	-6	-2	2
CCCC(C(=O)NC1CCCCC1)N(CC1CCCO1)C(=O)CNS(=O)(=O)c1ccc(F)cc1 (stereo not drawn)	-2.1	0.6	-3	-3	-10	1	-3	2	11	0
CNC(=S)NNC(=O)CNc1ccc(C)c(Cl)c1	-1.0	-1.7	-5	9	5	18	-2	2	-2	-5
O=C(CCNS(=O)(=O)c1ccc(Cl)cc1)N1CCC2(O)CCCCC2C1 (stereo not drawn)	0.3	-0.3	-1	1	-4	3	0	3	-4	2
CC1=C(C(=O)NCCN2CCOCC2)C2(CCC(C)CC2)OC1=O (stereo not drawn)	0.0	-0.8	·	5	-6	-10	-1	0	3	3
c1ccc(-c2csc3nnc(SCc4ccc5c(c4)OCO5)n23)cc1	-0.2	-2.1	3	11	-1	5	-3	6	6	-2
O=C(CCN1C(=O)c2ccccc2C1=O)Nc1ccc(F)cc1	0.0	-1.8	-1	10	-8	-18	-2	·	3	-3
CCN(C(=O)CCc1nnc2ccc(NCc3ccco3)nn12)c1ccccc1	1.5	-2.1	-5	11	-5	10	-2	-5	1	3
Cn1nnnc1SCC(=O)NCC(=O)c1ccccc1	0.9	-1.1	1	6	-7	-32	-2	1	2	3
Cc1nc(-c2ccccc2)sc1C1(C)CC(c2ccc(C#N)cc2)=NO1 (stereo not drawn)	1.0	-0.6	-2	3	-18	-28	-4	-1	9	0
Cc1nn(Cc2ccccc2)c(C)c1C(=O)NCCN1C(=O)S/C(=C\c2ccccc2)C1=O	-3.2	-2.1	-10	11	-20	1	-6	6	5	0
Cc1c(C(=O)N(C)c2ccccc2)oc2c1C(O)CC(C)(C)C2 (stereo not drawn)	-2.1	-0.6	-2	3	-3	0	-3	1	-4	0
CC(C)(C)c1nnc2sc(SCCN3C(=O)c4ccccc4C3=O)nn2c1=O	-1.5	-0.9	0	5	-8	4	-1	2	4	1
SMILES	C-LANA FP	OPRM1-OPRD1 ag	CAL PDZ FP	OPRM1-OPRD1 inv	Cardiac RTF inh	HTR5A inv ctr	Keap1-Nrf2 PPI	V-ATPase pHluor	RTF Ca sens act	HTR5A ag ctr
COc1ccc(NC(=O)c2cccc(S(=O)(=O)N3CCCCCC3)c2)cc1	2.4	1.0	·	-8	-1	-6	-3	-2	7	3
Cc1cc(C)cc(NC(=O)COC(=O)c2ccc(CN3CCCC3=O)cc2)c1	-1.9	0.1	1	0	-11	-3	1	3	3	1
CC(C)Cn1c(N)c(C(=O)COC(=O)c2cc(-c3ccccc3)nc3ccccc23)c(=O)n(C)c1=O	0.5	0.6	-7	-4	-2	12	-6	4	4	-6
C/C(CC(=O)NCc1ccco1)=N\NC(=O)COc1ccc(Cl)cc1Cl	-0.4	-1.0	·	5	-10	-32	3	1	1	1
CCNc1ccc(C(=O)OC(C(=O)NC(N)=O)C(C)C)cc1[N+](=O)[O-] (stereo not drawn)	-0.1	4.3	-4	-22	1	4	-6	6	7	-4
CC(C)(O)C(O)COc1c2ccoc2cc2oc(=O)ccc12 (stereo not drawn)	-0.4	-2.0	-4	10	0	19	-3	1	1	8
CCOC(=O)CCC(NC(=O)CCCCCCCC(=O)NC(CCC(=O)OCC)C(=O)OCC)C(=O)OCC (stereo not drawn)	-0.4	-1.2	-10	7	4	-21	3	-2	-5	7
N#Cc1ccsc1NC(=O)CSc1nncs1	20	-2.1	2	9	-14	-3	3	-4	10	-1
COc1ccc(CN2CCN(CCc3ccccc3)C(CCO)C2)c(Cl)c1OC (stereo not drawn)	1.3	0.0	-11	0	-7	10	3	-2	-14	-3
Cc1c(CCC(=O)N[C@@H](C)C(=O)O)c(=O)oc2cc3occ(-c4ccccc4)c3cc12	-3.4	-0.7	-7	3	-6	6	0	1	-5	-2
COc1cccc(-n2cc3c(=O)n(C)c(=O)n(C)c3c2)c1	-0.6	0.1	8	-1	-4	-4	0	1	8	1
COc1cc(/C=N/N2CCCCC2)cc(OC)c1O	-1.5	2.0	-1	-9	-7	1	-4	3	-1	0
CN1C(=O)/C(=C/c2ccco2)SC1=Nc1cccc(C(=O)O)c1	4.7	2.0	4	-11	-6	-11	-2	2	8	4
CC1(C)C2CCC1(C)C(OC(=O)CCn1ccnc1)C2 (stereo not drawn)	-1.5	-2.5	-2	12	-5	0	-2	3	2	0
COc1ccccc1CN1C[C@@H]2C[C@@H](c3ccc(Cl)cc3)N3CCC[C@@]23C1=O	-1.1	-0.2	-2	1	5	-12	-10	1	2	-3
O=S(=O)(N1CCOCC1)n1cnc2ccccc21	0.1	-1.7	·	9	-8	9	-5	2	-1	2
CCOC(=O)C1(C)/C(=N/Nc2ccc(S(N)(=O)=O)cc2)C(=O)C(=O)N1c1ccccc1 (stereo not drawn)	0.2	-2.2	0	11	1	15	2	-4	-1	-4
CN(CCO)S(=O)(=O)c1ccc2c(c1)C(=NO)c1cc(S(=O)(=O)N(C)CCO)ccc1-2	0.1	-2.3	·	12	0	-2	-1	-1	5	1
CC(C)(C)NC(=O)CN1CCC(O)(c2ccc3c(c2)OCO3)CC1	1.6	-1.3	-3	7	2	-1	-6	-2	9	1
O=C(NCCCn1ccnc1)/C(=C\c1ccccc1Cl)NC(=O)c1ccccc1	0.0	-2.6	-1	14	0	2	1	-2	-1	6
S=C(Nc1ccccc1)Nc1nc2ccccc2n1CCOc1ccccc1	0.4	-1.5	-5	8	-3	-1	-2	0	4	0
C[C@H]1CN([C@@H](C)CO)C(=O)c2cccc(NC(=O)Nc3ccc(C(F)(F)F)cc3)c2O[C@@H]1CN(C)S(=O)(=O)c1ccccc1	0.4	-0.7	-5	3	-1	4	-5	3	0	-1
CC(C)c1ccc2c(c1)C1Cc3ccccc3C1N2 (stereo not drawn)	1.6	0.7	-3	-5	-6	-24	-5	3	4	5
CCOC(=O)C1=C(c2ccccc2)OC(N)=C(C#N)C1C(C)C (stereo not drawn)	-0.3	3.4	-6	-17	5	-22	-4	1	0	9
CCOC(=O)C1CCN(c2c(NCCCN3CCCCC3)c(=O)c2=O)CC1	-0.2	0.0	-1	0	-8	-11	1	-2	1	9

A draw from above in order of formula weight, ascending.
SMILES	C-LANA FP	OPRM1-OPRD1 ag	CAL PDZ FP	OPRM1-OPRD1 inv	Cardiac RTF inh	HTR5A inv ctr	Keap1-Nrf2 PPI	V-ATPase pHluor	RTF Ca sens act	HTR5A ag ctr
O=S(=O)(N1CCOCC1)n1cnc2ccccc21	0.1	-1.7	·	9	-8	9	-5	2	-1	2
CC1(C)C2CCC1(C)C(OC(=O)CCn1ccnc1)C2 (stereo not drawn)	-1.5	-2.5	-2	12	-5	0	-2	3	2	0
CC(C)(O)C(O)COc1c2ccoc2cc2oc(=O)ccc12 (stereo not drawn)	-0.4	-2.0	-4	10	0	19	-3	1	1	8
CN1C(=O)/C(=C/c2ccco2)SC1=Nc1cccc(C(=O)O)c1	4.7	2.0	4	-11	-6	-11	-2	2	8	4
CC(C)(C)NC(=O)CN1CCC(O)(c2ccc3c(c2)OCO3)CC1	1.6	-1.3	-3	7	2	-1	-6	-2	9	1
Cc1cc(C)cc(NC(=O)COC(=O)c2ccc(CN3CCCC3=O)cc2)c1	-1.9	0.1	1	0	-11	-3	1	3	3	1
S=C(Nc1ccccc1)Nc1nc2ccccc2n1CCOc1ccccc1	0.4	-1.5	-5	8	-3	-1	-2	0	4	0
COc1ccccc1CN1C[C@@H]2C[C@@H](c3ccc(Cl)cc3)N3CCC[C@@]23C1=O	-1.1	-0.2	-2	1	5	-12	-10	1	2	-3
O=C(NCCCn1ccnc1)/C(=C\c1ccccc1Cl)NC(=O)c1ccccc1	0.0	-2.6	-1	14	0	2	1	-2	-1	6
